High-throughput results deposited in PubChem BioAssay by National Center for Advancing Translational Sciences (NCATS).
APE1 inh: APE1 (human) endonuclease inhibition. 350,000 compounds, 0.35% hits. Potency, µM (titrated, usually from 65.8 µM), for inactives: top-dose activity change, negative = inhibition, most hits filed as inhibitors. recombinant APE1, TAMRA/BHQ-2 abasic DNA cleavage fluorescence. AID 2517. P27695;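 note: potency is the fitted concentration of half-maximal effect; plate controls were vehicle for no effect and reference inhibitor for full effect; nearly all actives have a fitted effect of over 55% in size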
Target sequence (P27695 whole entry, looked up): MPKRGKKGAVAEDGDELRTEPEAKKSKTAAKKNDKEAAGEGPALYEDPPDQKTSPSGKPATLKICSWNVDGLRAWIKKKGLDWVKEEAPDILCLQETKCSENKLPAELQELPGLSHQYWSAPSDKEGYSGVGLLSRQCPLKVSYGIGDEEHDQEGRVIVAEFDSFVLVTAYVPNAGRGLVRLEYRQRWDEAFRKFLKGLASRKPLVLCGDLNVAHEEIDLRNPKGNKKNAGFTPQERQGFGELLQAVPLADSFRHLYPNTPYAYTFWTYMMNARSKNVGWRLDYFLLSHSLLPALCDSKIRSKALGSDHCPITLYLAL
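APE1 at 0.75 nM preincubated 15 min at room temperature with compound. Reaction then started with 50 nM double-stranded THF-abasic substrate labelled with TAMRA/BHQ-2, and 525/598 nm fluorescence read kinetically. Activity taken as third-minus-first read difference, normalized to DMSO and NSC13755 controls.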
TRHR agonist: agonists of human TRH receptor; TRHR cells, calcium flux fluo-8, FDSS agonist mode; activation, % at 2 µM; 360,000 compounds, 0.18% hits; P34981; AID 493084; in the data active = activation above about 30%; note: 0% is about no effect
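Read-out: compound-evoked intracellular calcium rise in TRHR cells, fluo-8 dye, kinetic FDSS fluorescence at 1 s/cycle following a 10-cycle baseline. Cells cultured overnight before dye loading (30 min–1.5 h, RT).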
POLB inh: DNA polymerase beta (human) inhibition; Potency, µM (top dose mostly 114 µM), without a hit: at the highest dose activity change, negative = inhibition, actives largely listed as inhibitors; 340,000 compounds, 1.3% hits; Pol beta primer extension/strand displacement, fluorescence kinetic; P06746; note: potency is the fitted concentration of half-maximal effect; % is set by controls: 0 for no effect and ±100 for the full control effect
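Human Pol beta at 10 nM; strand-displacement substrate 50 nM final. Compound exposure 15 min at room temperature before start, reaction 10 min at room temperature.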
BLM helicase inh: blocks DNA unwinding by human BLM helicase | recombinant BLM DNA unwinding, fluorescence dequenching | Potency, µM (titrated, usually from 56.1 µM), without a hit: at the highest dose activity change, negative = inhibition, usual class: inhibitors | 350,000 compounds, 0.2% hits | AID 2528;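 note: potency is the fitted concentration of half-maximal effect; plate controls were vehicle for no effect and no enzyme for full effect; nearly all actives have a fitted effect of over 35% in size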
Pol kappa inh: DNA polymerase kappa (human) inhibition | 400,000 compounds, 0.53% hits | Potency, µM (titrated, usually from 107 µM), for inactives: top-dose activity, negative = inhibition, hits mostly inhibitors | AID 588579 | Q9UBT6 | purified Pol kappa, fluorescent DNA synthesis assay, 10 min; note: potency is the fitted concentration of half-maximal effect; % is set by controls: 0 for no effect and ±100 for the full control effect
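Activity was followed as the change in fluorescence between reads at 0 and 10 min after starting the reaction with 50 nM substrate. Beforehand, 10 nM polymerase had been preincubated with compound for 15 min at room temperature.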
ERG-DNA inh: inhibitors of human ERG Ets domain-DNA interaction | P11308 | fluorescence polarization, His-ERG Ets domain / labelled DNA | Potency, µM (titrated, usually from 76.9 µM), for the others: at the highest dose FP activity, negative = inhibition, actives largely listed as inhibitors | 370,000 compounds, 0.028% hits; active = well fitted inhibition curve with a large enough effect in the polarisation, with a control signal flat; inconclusive = small, poorly fitted or top-dose-only effect, or effect the other way, or a change in a side signal; inactive = no such curve, though single readings can be large or run the other way; the % refers to the polarisation;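 note: polarization taken with two DNA probes labelled with fluorescein and Texas red; potency is the fitted concentration of half-maximal effect; % of control where 0% means no effect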
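His-tagged ERG Ets domain (1 uM in the protein solution; 300mM KCl, 50mM Tris-HCl, 1mM EDTA, 1mM DTT, pH 7.5) received compound, then a probe mix of 5 nM fluorescein-DNA and 100nM Texas-615-DNA. Fluorescence polarization was read for both dyes.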
12-LOX inh: blocks human arachidonate 12S-lipoxygenase. P18054. purified 12hLO, xylenol orange hydroperoxide absorbance. Potency, µM (titrated, usually from 108 µM), inactives show at the highest dose activity change, negative = inhibition, actives largely listed as inhibitors. 580,000 compounds, 1.1% hits; note: potency is the fitted concentration of half-maximal effect; % is set by controls: 0 for no effect and ±100 for the full control effect
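Purified human 12hLO at 150 nM in 25 mM Hepes, 0.01% Triton X-100, pH 7.0, preincubated 15 min at room temperature with compound. Reaction started with 40 uM arachidonic acid, 30 min at room temperature. Hydroperoxide measured by Fe-xylenol orange, 573/405 nm absorbance ratio.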
Pol iota inh: DNA polymerase iota (human) inhibition; Q9UNA4; Pol iota fluorescent replication assay, 10 min; Potency, µM (highest dose often 115 µM), inactives show top-dose activity, negative = inhibition, actives largely listed as inhibitors; 390,000 compounds, 1% hits; note: potency is the fitted concentration of half-maximal effect
Target sequence (Q9UNA4 whole entry, looked up): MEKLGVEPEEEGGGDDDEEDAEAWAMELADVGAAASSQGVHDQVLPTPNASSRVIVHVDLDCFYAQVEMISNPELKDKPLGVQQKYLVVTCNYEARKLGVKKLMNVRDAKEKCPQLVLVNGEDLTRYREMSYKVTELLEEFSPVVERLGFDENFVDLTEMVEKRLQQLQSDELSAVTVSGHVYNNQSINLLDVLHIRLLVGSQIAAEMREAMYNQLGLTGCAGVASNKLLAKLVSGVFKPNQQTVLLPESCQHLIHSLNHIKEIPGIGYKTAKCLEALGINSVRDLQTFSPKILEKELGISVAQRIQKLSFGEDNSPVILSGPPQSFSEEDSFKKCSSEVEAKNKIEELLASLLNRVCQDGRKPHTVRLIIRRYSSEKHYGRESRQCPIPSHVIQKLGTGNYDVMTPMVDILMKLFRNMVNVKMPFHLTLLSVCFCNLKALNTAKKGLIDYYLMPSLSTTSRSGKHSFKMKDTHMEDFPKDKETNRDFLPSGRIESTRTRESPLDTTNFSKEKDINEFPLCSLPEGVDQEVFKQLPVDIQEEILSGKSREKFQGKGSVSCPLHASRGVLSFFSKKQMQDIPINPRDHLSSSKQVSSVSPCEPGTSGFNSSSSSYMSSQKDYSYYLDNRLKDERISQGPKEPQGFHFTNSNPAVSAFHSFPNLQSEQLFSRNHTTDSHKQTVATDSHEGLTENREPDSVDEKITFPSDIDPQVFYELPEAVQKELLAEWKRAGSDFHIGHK
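Fluorescent replication assay read twice, at 0 min and 10 min after adding 50 nM (final) substrate. Enzyme (10 nM) and compounds were first incubated 15 min at room temperature; enzyme-free buffer wells were negative controls.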
Apoferritin bind: candidate novel general anesthetic via apoferritin binding; apoferritin/1-aminoanthracene competitive binding, fluorescence; Potency, µM (doses to about 77.5 µM), for inactives: at the top dose activity change, negative = displacement, actives largely listed as inhibitors; 350,000 compounds, 0.074% hits; note: potency is the fitted concentration of half-maximal effect; % is set by controls: 0 for no effect and ±100 for the full control effect; nearly all actives have a fitted effect of over 20% in size
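Steps: apoferritin (10 uM) was premixed with half-saturated 1-AMA in PBS, compounds were pin-transferred, plates stood 10 min at room temperature, fluorescence was read at 380/535 nm, and curves were fitted with a Hill equation.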
* hit, by the source's call; ? = inconclusive; nt = no result given; & = joins results of further samples; [ ] = remark or other dose. Unless noted, calls come from the whole dose curve; as a rule, active = well fitted curve in the direction sought with a large enough effect; inconclusive = small, poorly fitted or top-dose-only effect, or another doubt; inactive = no such curve, though single readings can be large; an effect the other way counts as inactive or inconclusive.

SMILES	APE1 inh	TRHR agonist	POLB inh	BLM helicase inh	Pol kappa inh	ERG-DNA inh	12-LOX inh	Pol iota inh	Apoferritin bind
NS(=O)(=O)c1ccc(CCNC(=O)C(=O)C2C(=O)Nc3ccccc32)cc1 (centres undefined)	12%	0.4	25%	0%	-1%	2%	0%	6%	-8%
N#Cc1cccc(NC(=O)CNc2cc(S(=O)(=O)N3CCOCC3)ccc2N2CCCC2)c1	15%	0.1	nt	nt	-5%	15%	31%[activator]	11%	nt
Cc1ncc(CN2CCC(C(=O)Nc3ccc(Oc4cccnc4)cc3)CC2)cn1	13%	-0.1	1%	-3%	-1%	11%	0%	85%[activator]	-12%
COc1ccc(OC)c(NC(=O)Cn2c(=O)c3cccn3c3ccccc32)c1	nt	0.2	?	-8%	-21%	-2%	-1%	-7%	-15%
O=C(CS(=O)(=O)c1cn(Cc2ccccc2Cl)c2ccccc12)N1CCOCC1	-1%	-1.0	0%	6%	-3%	nt	-5%	-12%	37%[activator]
CCOC(=O)C1CCN(CC(O)COc2ccc(C(C)=O)cc2)CC1 (centres undefined)	0%	0.6	22%	-8%	5%	-3%	nt	20%	-3%
Cc1ccccc1-n1c(=O)cc(N2CCN(C(=O)c3ccco3)CC2)[nH]c1=O	21%	0.7	22%	-13%	-1%	-7%	22%[57.4 µM]	15%	18%
Cc1ccccc1CN1CCCC(C(=O)Nc2ccccc2Oc2cccnc2)C1 (centres undefined)	27%	-0.6	8%	-3%	-19%	-4%	24%	10%	-3%
CC(OC(=O)C1CCN(S(=O)(=O)c2ccccc2C(F)(F)F)CC1)C(=O)N(C)Cc1ccccc1 (centres undefined)	26%	0.3	8%	-5%	-3%	?	?	4%	-2%
O=C(NCCCc1ccccc1)c1cccc(NC(=O)C2CCCCC2)c1	nt	nt	nt	nt	-14%	-9%	?	6%	nt
CC(C)(CN=C1NS(=O)(=O)c2ccccc21)CNC(=O)CN1C(=O)c2ccccc2C1=O	-1%	0.0	-20%	2%	0%	-10%	157%[activator]	-8%	-12%
COc1ccc(CCN2C(=O)CSC2=Nc2ccc(C)cc2C)cc1OC	4%	0.0	10%	-7%	-8%	-13%	-26%	126%[activator]	-5%
CC(=O)Nc1cccc(NC(=O)CSc2nnc3ccccn23)c1	8%	nt	nt	nt	-5%	1%	3%	74%[activator]	nt
C=CCSc1n[nH]c(-c2ccccc2)n1	4%	-0.1	0%	-1%	-4%	1%	190%[activator]	16%	-15%
Cc1ccc(-n2nc(CN3CCOCC3)c(-c3ccccc3)c2N)cc1Cl	0%	-0.7	6%	-3%	-4%	4%	-20%	-11%	2%
CCOC(=O)c1cnc2c(C)cc(C)cc2c1Nc1ccccc1OCC	nt	0.4	-2%	-3%	-20%	2%	-6%	-8%	7%
CC(CCc1ccccc1)NC(=O)CN(C)Cc1ccccc1F (centres undefined)	?	-0.5	4%	-9%	-6%	-15%	2%	16%	-8%
O=[N+]([O-])c1ccc(/C=C/c2ccncc2)cc1	-2%	-0.7	7%	-3%	-5%	3%	29%	5%	7%
CCC(Sc1nncn2c1cc1sccc12)C(=O)Nc1cccc(OC)c1 (centres undefined)	nt	-0.4	1%	0%	-13%	0%	-17%	14%	3%
Cc1cccc(-c2noc(CN(C(=O)/C=C/c3ccccc3Cl)C(C)C)n2)c1	1%	1.7	2%	-4%	-12%	3%	-19%	18%	?
Cc1c(NC(=S)N2CCN(c3ccc(F)cc3)CC2)c(=O)n(-c2ccccc2)n1C	6%	-0.7	12%	-7%	8%	5%	-4%	4%	-7%
COc1ccc(-c2nn(-c3ccccc3)cc2/C=N/Nc2cccc(C(=O)O)c2)cc1	?	0.7	0%	-1%	-14%	20%	0%	71%[activator]	-17%
CC(=O)c1sc2nc(C)c3c(c2c1N)CCCC3	-9%	-0.9	-28%	0%	-3%	-15%	?	105%[activator]	37%[activator]
Cc1cccc(-c2nc3sc(C)cc3c(=O)o2)c1	8%	0.7	1%	-3%	1%	-2%	0%	120%[activator]	-12%
COc1cccc(C(=O)COc2ccc3c(C)c(Cc4ccccc4)c(=O)oc3c2C)c1	-1%	-0.3	3%	-12%	nt	nt	nt	nt	-6%

Next part
SMILES	APE1 inh	TRHR agonist	POLB inh	BLM helicase inh	Pol kappa inh	ERG-DNA inh	12-LOX inh	Pol iota inh	Apoferritin bind
CCOc1ccc(NC(=O)N2CCCC2C(=O)NCc2ccco2)cc1 (centres undefined)	9%	0.0	17%	0%	7%	12%	?	45%[activator]	-12%
CCN1CCN(Cc2ccc(NC(=O)c3ccc(C)c(/C=C/c4cnc(Nc5cc(N6CCNCC6)nc(C)n5)cn4)c3)cc2C(F)(F)F)CC1	?	1.6	11%	33%[activator]	-34%	46%[activator]	nt	?	-10%
Cc1nn(CC(=O)OCC(=O)Nc2c(C(C)C)cccc2C(C)C)c(C)c1[N+](=O)[O-]	6%	0.1	9%	0%	-4%	-4%	5%	98%[activator]	-9%
Cc1ccc(NC(=O)c2cc(F)c(F)cc2Cl)nc1	6%	1.2	-7%	-4%	-9%	0%	6%	12%	-9%
CCN1C(=O)N(C)[C@@H](c2ccccc2)C(C(=O)OC)=C1C	1%[12.4 µM]	-0.7	?	2%[12.4 µM]	1%	0%	?	17%	0%
CC12CCC=CC1C(c1ccc(C(F)(F)F)cc1)N(Cc1ccccc1)C2=O (centres undefined)	0%	nt	nt	-16%	-1%	nt	nt	-16%	-1%
Cc1cccc(C=Nc2ccc3c4c(cccc24)CC3)c1O	14%	5.8	1%	0%	-9%	nt	19%	-14%	-3%
C[C@H](C[C@H](N)C(=O)O)C(=O)O	-1%&-1%	nt	nt	2%&3%	14%[60.1 µM]	nt	?	nt	-2%
COc1ccc(Cn2c(SCc3cc(C)ccc3C)nc3cc(OC)c(OC)cc3c2=N)cc1	-5%	-1.3	?	-1%	-8%	-5%	?	29%	?
CN(C)CCCNC(=O)c1cc(C(=O)C2CCCCC2)c[nH]1	-5%	0.5	-17%	1%	-1%	6%	0%	39%[activator]	-16%
O=C(Nc1ccc(Cl)cc1)c1csc(-c2ccncc2)n1	0%	-0.9	1%	4%	7%	-2%	-10%	-19%	?
CC(NS(=O)(=O)c1ccc2c(c1)oc(=O)n2C)c1ccccc1 (centres undefined)	2%	-2.1	0%	-5%	-1%	7%	2%	15%	?
CCNc1nc(NCC)nc(N/N=C/c2cc(OC)c(OC)c(OC)c2)n1	-8%	-0.2	-14%	-11%	-3%	0%	222%[activator]	20%	-6%
Cc1cc(CNC(=O)COC(=O)c2ccc(Cl)c(N)c2)cc(C)c1O	30%	-0.2	nt	nt	-8%	3%	11%	-12%	nt
CCOc1ccc(NC(=O)N2CCC(n3c(C)nc4cccnc43)CC2)cc1	nt	0.1	7%	1%	-3%[60.1 µM]	2%	-18%	16%	41%[activator]
CCC(=O)NCCc1nc2cc(NC(=O)COc3ccccc3)ccc2n1C	-11%	-2.0	6%	3%	-8%	9%	-4%	63%[activator]	13%
CCN(CC)C(=O)Oc1c(Cl)cc(Cl)c2cccnc12	11%	-0.8	0%	0%	-8%	4%	1%	0%	-17%
CCOc1ccc(CNC(=O)CCCOc2cc(=O)n(C)c3ccccc23)cc1	2%	-0.4	6%	0%	-1%	-2%	0%	23%	-10%
CCN(CC)CCOc1ccc2c(c1)C(=NO)c1cc(OCCN(CC)CC)ccc1-2	-15%	-0.3	40µM*	-70%	?	nt	?	20µM*	-17%
CCN1C=C(Cc2cccs2)C2=C(C1)C(c1cccs1)C(C#N)=C(N)O2 (centres undefined)	-12%	0.7	?	-11%	?	7%	-30%	?	?
S=c1sc(SCCOc2ccccc2)nn1-c1ccccc1	-1%	1.4	-10%	0%	-15%	-5%	?	8%	-2%
CCOc1ccccc1NC(=O)CN(C)S(=O)(=O)c1ccc(C(=O)N2CCOCC2)s1	nt	-0.8	-1%	0%	-12%[60.1 µM]	-1%	-16%	-4%	-13%
O=C(O)C1OC2OC3(CCCCC3)OC2C2OC3(CCCCC3)OC12 (centres undefined)	0%	-0.9	4%	3%	-15%	4%	-17%	104%[activator]	-1%
COc1ccc(NC(=O)c2cc(C)no2)cc1Cl	-9%	0.2	-16%	-5%	7%	-1%	-26%	24%	-4%
Cc1cccc(NC(=O)c2nc[nH]c2C(=O)N2CCN(c3ccccc3)CC2)c1	1%	nt	nt	nt	5%	10%	-1%	10%	nt
COC(CNC(=O)c1cc(Sc2nnc(C)s2)nc2ccccc12)OC	4%	0.5	0%	-9%	-1%	6%	20%	5%	-8%
CCC1=C(OC(=O)N(CC)CC)N2C(=O)OC(=NCC(=O)OC)[C@]2(C)[C@H]2C1=CC[C@H]1C(=O)N(CC(=O)OC)C(=O)[C@H]12	-3%&2%	0.1	5%	0%&-4%	-2%	19%	-7%	10%	1%&-8%
Cc1ccc(N2CCN(c3ccc(C)cc3)C(CC(=O)O)C2=O)cc1 (centres undefined)	-3%	0.0	-23%	-4%	10%	-11%	-18%	0%	7%

Whole records from above. Screens in order: APE1 inh, TRHR agonist, POLB inh, BLM helicase inh, Pol kappa inh, ERG-DNA inh, 12-LOX inh, Pol iota inh, Apoferritin bind
Listed for O=[N+]([O-])c1ccc(/C=C/c2ccncc2)cc1 = -2%, -0.7, 7%, -3%, -5%, 3%, 29%, 5%, 7%
Listed for CCN(CC)C(=O)Oc1c(Cl)cc(Cl)c2cccnc12 = 11%, -0.8, 0%, 0%, -8%, 4%, 1%, 0%, -17%
Listed for CCN1C(=O)N(C)[C@@H](c2ccccc2)C(C(=O)OC)=C1C = 1%[12.4 µM], -0.7, ?, 2%[12.4 µM], 1%, 0%, ?, 17%, 0%
Listed for CC(OC(=O)C1CCN(S(=O)(=O)c2ccccc2C(F)(F)F)CC1)C(=O)N(C)Cc1ccccc1 (centres undefined) = 26%, 0.3, 8%, -5%, -3%, ?, ?, 4%, -2%

An excerpt; count on the stated rates, not on these rows.
